Screening results as filed in PubChem BioAssay.
APJ antagonist = blocks the human apelin receptor APJ. P35414. CHO-K1 APJ beta-arrestin complementation, luminescence. inhibition, % at 20 µM. 330,000 tested, 0.32% active;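 active = inhibition above about 40% at 20 µM, limit read from the data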;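 also: cells challenged with 10 nM apelin-13 agonist together with compound; plate controls were apelin-13 plus DMSO wells for no effect and DMSO wells lacking apelin-13 for full effect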
tim23-1 inh = growth inhibitors of tim23-1 mutant yeast; S. cerevisiae tim23-1 growth, BacTiter-Glo luminescence, 24 h; inhibition, % at 20 µM; 330,000 tested, 1.3% active; AID 463212;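 active = growth inhibition of the mutant yeast at or above 50%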;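 also: temperature-sensitive mutant grown at 25 °C; plate controls were DMSO-treated mutant yeast for no effect and medium wells lacking yeast for full effect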
EBI2 antag = antagonists of human EBI2 receptor; P32249; EBI2 beta-arrestin recruitment, luminescence, 7a,25-OHC stimulated; inhibition, % at 5 µM; 360,000 tested, 0.81% active; in the data active = inhibition above about 38%;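 also: enzyme fragment complementation signal reports receptor beta-arrestin coupling in cells; 0% = agonist plus DMSO wells and 100% = wells without agonist; some results beyond the cut were filed as inactive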
Target sequence (P32249 whole entry, looked up, the tested form may be a part): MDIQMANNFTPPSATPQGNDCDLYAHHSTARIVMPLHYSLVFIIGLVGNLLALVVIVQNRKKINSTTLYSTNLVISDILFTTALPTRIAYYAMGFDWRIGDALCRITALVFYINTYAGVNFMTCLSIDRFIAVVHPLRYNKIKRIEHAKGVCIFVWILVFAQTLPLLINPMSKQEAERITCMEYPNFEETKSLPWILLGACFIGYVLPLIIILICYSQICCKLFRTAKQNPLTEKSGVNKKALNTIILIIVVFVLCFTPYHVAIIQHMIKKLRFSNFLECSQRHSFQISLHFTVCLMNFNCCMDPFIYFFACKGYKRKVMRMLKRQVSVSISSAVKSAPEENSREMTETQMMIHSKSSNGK
CCR6 antag = blocks CCL20-driven beta-arrestin recruitment at human CCR6; CHO-K1 CCR6 PathHunter beta-arrestin, luminescence, CCL20-stimulated; P51684; 340,000 tested, 0.49% active; inhibition, % at 20 µM;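 active = compounds whose inhibition of the agonist-driven luminescence signal at 20 µM reaches about 50%, limit read from the data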;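 also: cells stimulated with CCL20 at 14 nM final; plate controls were DMSO with CCL20 for no effect and DMSO without agonist for full effect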
APJ ag = agonists of human APJ apelin receptor; 330,000 tested, 0.11% active; activation, % at 20 µM; CHO-K1 APJ PathHunter beta-arrestin, luminescence; 0% DMSO wells, 100% apelin; P35414;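 active = activation more than six SD over the plate average, tested at 20 µM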;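 also: 0% = DMSO alone and 100% = apelin-13 at 10 nM; some results filed as inactive read as strong as hits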
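Test system – PathHunter CHO-K1 APJ (AGTRL-1) beta-arrestin reporter cells · Input – 1000 cells/well · Compound – single test compound dose, 20 µM final, 1% DMSO · Times – compound stimulation 90 min at 25 °C, detection 60 min · Technique – beta-gal luminescence · Read-out basis – APJ–arrestin association signal · Control set – negative DMSO alone, positive Apelin-13 at 10 nM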
CXCR6 block = blocks human CXCR6 beta-arrestin recruitment | inhibition, % at 20 µM | O00574 | 360,000 tested, 0.36% active | CHO-K1 PathHunter CXCR6 beta-arrestin, luminescence; in the data active = inhibition above about 34%, passing the limit was not always enough;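 also: antagonist mode with CXCL16 agonist at 10 nM final; 0% = 10 nM CXCL16 with DMSO and 100% = unstimulated wells without agonist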
Target sequence (O00574 whole entry, looked up): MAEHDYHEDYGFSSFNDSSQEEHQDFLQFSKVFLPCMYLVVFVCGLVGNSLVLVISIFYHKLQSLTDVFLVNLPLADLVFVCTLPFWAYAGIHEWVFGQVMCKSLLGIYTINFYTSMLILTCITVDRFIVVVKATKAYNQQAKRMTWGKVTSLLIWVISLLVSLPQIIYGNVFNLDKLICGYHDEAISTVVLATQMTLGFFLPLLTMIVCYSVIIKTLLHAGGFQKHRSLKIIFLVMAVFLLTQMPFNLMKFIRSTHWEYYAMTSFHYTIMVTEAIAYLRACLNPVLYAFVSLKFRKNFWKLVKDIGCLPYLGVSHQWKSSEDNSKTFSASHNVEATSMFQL
XBP1 UPR activ = activators of adaptive arm of unfolded protein response (XBP1); CHO-XBP1 luciferase reporter, IRE1-XBP1 UPR activation, luminescence; percent of tunicamycin response, DMSO as zero; AID 463104; 330,000 tested, 0.33% active; activation, % at 20 µM;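 active = versus positive control, 20 µM dose yields 30% or more activation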;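 also: 100% = tunicamycin at 10 µg/mL and 0% = DMSO only wells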
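Material: CHO-XBP1 cells stably carrying IRE1-XBP1-driven luciferase reporter / Amount: 1000 cells per well / Compound: 20 µM, 1% DMSO / Times: 6 h treatment, 37 °C / Detection: luciferase luminescence / Measure: % activation of reporter signal versus tunicamycin and DMSO controls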
Mdm2 MdmX PPI = disrupts the human Mdm2-MdmX interaction; O15151+Q00987; SaOS-2 split-luciferase Mdm2/MdmX complementation, luminescence; inhibition, % at 8 µM; 330,000 tested, 3% active; AID 485346;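 active = inhibition of at least 50% at 8 µM in the primary screen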
UPR CHOP act = apoptotic UPR (CHOP) activation. CHO-CHOP luciferase reporter, luminescence; percent of tunicamycin response over DMSO baseline. activation, % at 10 µM. 330,000 tested, 0.34% active. AID 449763;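 active = at 10 µM dose, activation of 40% or more, normalized to positive control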;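 also: 100% = tunicamycin at 10 µg/mL and 0% = DMSO alone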
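Assay system: CHO cells with stable CHOP pathway luciferase reporter; Buffer or medium: F12 plus 10% serum; Times: 16-18 h cell attachment, then 6 h compound exposure, 37 °C; Signal: luciferase luminescence; Read-out basis: percent activation relative to tunicamycin control; Control set: tunicamycin high control, DMSO low control.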
Active calls of the source: *; . = no result given.

SMILES	APJ antagonist	tim23-1 inh	EBI2 antag	CCR6 antag	APJ ag	CXCR6 block	XBP1 UPR activ	Mdm2 MdmX PPI	UPR CHOP act
CCCCCn1c(CCC(=O)Oc2ccccc2OC)nc2c1c(=O)[nH]c(=O)n2CCCC	4	20	14	2	-3	7	-3	2	1.7
O=C(Nc1ccc(Cl)cc1)N1CCOCC1	5	4	-13	2	-3	0	1	-30	2.5
N#Cc1c(Nc2ccccc2)c(C=NCCN2CCOCC2)c[nH]c1=O	6	-3	2	-4	-2	-1	-1	22	0.5
Cc1nnc(NC(=O)c2cccc(S(=O)(=O)N3CCc4ccccc43)c2)s1	16	7	14	-2	-2	21	-3	13	-0.9
Cc1ccc(S(=O)(=O)NC(=O)Nc2ccccc2F)cc1	13	-2	-3	4	2	-6	3	17	-2.7
COc1ccccc1NC(NC(=O)c1ccco1)C(=O)c1ccccc1 (stereo unspecified)	-13	-10	5	19	-4	-5	-1	-13	0.3
CCOC(=O)c1sc(=NC(=O)c2cccc(OC)c2)n(C)c1C	17	14	5	18	-3	-3	2	-25	3.2
COC(=O)c1ccc(N2CCOCC2)c(NC(=O)c2ccc3c(c2)OCCO3)c1	18	33	6	3	-5	-13	-2	-12	-1.3
COc1ccc(NC(=O)c2cc([N+](=O)[O-])ccc2O)cc1	22	46	6	10	-3	-8	-12	81*	-9.1
CC1SCC(=O)N(CC(=O)NCCc2ccccc2)C1=O (stereo unspecified)	-10	13	-17	-2	1	4	-4	20	0.1
Cc1cc(NC(=O)c2cc3ncc(Br)cn3n2)no1	-14	4	3	1	-3	0	3	21	2.6
O=[N+]([O-])c1cccc(/C=C2\CCC(/C=N/Nc3ccc4ccccc4n3)=C2N2CCOCC2)c1	-19	19	5	15	-1	6	2	27	4.7
Cc1cc(Cl)cc(C)c1OCCCCN1CCOCC1	-21	0	3	-5	-3	-6	-1	-16	3.1
O=C(Cn1c(CO)nc2ccccc21)NC1CCCCCC1	7	7	-6	.	-4	5	-3	-1	-0.6
CC(C(=O)Nc1ccc2c(c1)OCO2)N(C)CC(=O)Nc1ccccc1Cl (stereo unspecified)	-7	4	2	13	-2	-5	-1	19	-0.3
CC(C)C(NS(=O)(=O)c1ccc2c(c1)C(C)(C)C(=O)N2C)C(=O)NCc1ccc(F)cc1 (stereo unspecified)	11	3	11	-16	-3	0	-1	-10	-2.4
O=C(CN1C(=O)c2cccnc2Oc2ccc(Cl)cc21)NCCc1ccccc1	-1	17	13	7	17	-9	-3	-5	1.7
Clc1ccccc1CSc1ncn(-c2ccccc2)n1	-4	31	22	5	-4	-5	4	-97	2.3
N/C(CC1CC1(Cl)Cl)=N\OC(=O)c1ccccc1 (stereo unspecified)	-25	80*	-2	-15	8	-35	2	-4	1.5
O=C(N/N=C/c1ccc(OCCCF)cc1)c1ccc(C(F)(F)F)cc1	2	-4	18	7	0	-6	-3	10	0.3

Full records from above.
Shown for CC(C)C(NS(=O)(=O)c1ccc2c(c1)C(C)(C)C(=O)N2C)C(=O)NCc1ccc(F)cc1 (stereo unspecified) : APJ antagonist = 11; tim23-1 inh = 3; EBI2 antag = 11; CCR6 antag = -16; APJ ag = -3; CXCR6 block = 0; XBP1 UPR activ = -1; Mdm2 MdmX PPI = -10; UPR CHOP act = -2.4
Shown for N/C(CC1CC1(Cl)Cl)=N\OC(=O)c1ccccc1 (stereo unspecified) : APJ antagonist = -25; tim23-1 inh = 80*; EBI2 antag = -2; CCR6 antag = -15; APJ ag = 8; CXCR6 block = -35; XBP1 UPR activ = 2; Mdm2 MdmX PPI = -4; UPR CHOP act = 1.5

Next records
SMILES	APJ antagonist	tim23-1 inh	EBI2 antag	CCR6 antag	APJ ag	CXCR6 block	XBP1 UPR activ	Mdm2 MdmX PPI	UPR CHOP act
O=C(CCl)N(CCc1ccccc1)CCc1ccccc1	18	49	-14	5	-1	-13	-5	91*	2.0
COc1ccc(C2CC(O)(c3ccccc3)Oc3cc(OC)c(OC)c(OC)c32)cc1 (stereo unspecified)	-20	31	-26	9	18	-25	0	46	1.7
CCCn1c2ccccc2c2nnc(SCC(=O)Nc3nnc(CC(=O)OCC)s3)nc21	1	5	-1	-2	5	3	0	10	1.3
CC(=O)Nc1ccc(S(=O)(=O)N/N=C/c2ccc(C)s2)cc1	5	-1	2	7	-2	0	2	-42	3.3
CCC(C)(C)NC(=O)CN(CCc1cccc(C)c1)C(=O)c1csnn1	3	20	1	9	-3	2	-3	5	0.1
CCOC(=O)c1c(C)[nH]c(C(=O)CSc2nccc(C)n2)c1C	-6	-19	-8	-13	1	3	-1	-61	2.5
Cc1cc(C)cc(OCC(=O)NCCc2nc3ccccc3[nH]2)c1	4	19	11	2	-2	0	-4	-15	2.0
O=C(Nc1ccc(NC(=O)c2ccco2)nc1)c1ccco1	-9	24	1	-4	-6	-4	-4	-68	-2.5
CCOC(=O)C(=O)/C(C#N)=C/Nc1ccccc1	23	-2	-3	-2	-1	-4	-3	28	-2.3
CC(Oc1ccc2ccc(=O)oc2c1)C(=O)NC1CC(C)(C)NC(C)(C)C1 (stereo unspecified)	-13	12	-4	12	2	-5	-3	32	1.5
COc1cccc(C(C(=O)NC2CCCC2)N(Cc2ccco2)C(=O)c2ccco2)c1OC (stereo unspecified)	4	25	-16	2	3	-4	-4	2	-2.6
CCN(CC)c1ccc(C=Nc2cc(C)ccc2C)c(O)c1	3	24	1	18	0	-14	6	18	2.0
O=C(Nc1nc(-c2ccc3ccccc3c2)cs1)c1ccc(N2C(=O)CCC2=O)cc1	1	-17	3	2	-1	-4	45*	37	76*
CN(C)S(=O)(=O)c1ccc(NC(=O)CN2C(=O)NC(Cc3ccccc3)C2=O)cc1 (stereo unspecified)	11	-3	-5	7	1	-2	2	2	-1.1
NC(=O)c1nn(-c2cccc(Cl)c2)c(=O)cc1O	13	-8	-18	-6	-4	3	-3	3	-1.3
COc1cc(/C=N/N2CCN(C3c4ccccc4-c4ccccc43)CC2)cc(OC)c1O	-19	13	2	4	2	8	-4	20	-0.4
O=C(O)CNC(=O)/C(=C\c1ccco1)NC(=O)c1ccco1	20	9	-10	11	-3	2	-3	25	1.3
CCn1cc(C(=O)N2CCN(c3cccc(C)c3C)CC2)c(=O)c2ccc(C)nc21	6	-2	4	5	-3	-6	0	14	-2.2
COc1ccccc1C(=O)NC(=O)CSc1nnc(C)s1	24	5	-5	-2	0	-4	-3	25	-0.3
CC1(C)OC(=O)C(=Cc2ccc(-c3ccc(Cl)c(C(=O)O)c3)o2)C(=O)O1	-1	13	2	7	1	4	2	-21	2.3
CC(=O)NC1C(=O)N=C(SCC(=O)Nc2c(C)cccc2C)NC1=O (stereo unspecified)	-12	7	-8	-1	-5	-1	0	9	1.0
CCCC(CCC)=NNC(=O)c1ccccc1F	8	4	-5	8	2	1	-3	-1	1.9
Cc1oc2nc(SCC(=O)NCCCO)nc(N)c2c1C	10	-10	-8	-2	-3	3	0	29	1.0
COc1cc(OC)cc(-c2c(-c3cccs3)c3cc(-c4ccc(OC)c(OC)c4)ccc3n2C)c1	3	-1	11	-3	0	3	-2	27	0.6
O=C(Nc1ccc(F)cc1)C1CC(=O)n2c(nc3ccccc32)N1 (stereo unspecified)	5	-11	-3	10	-2	-3	-3	11	0.8
Cc1ccc(C(=O)N2CCCC2)cc1S(=O)(=O)N1CCOCC1	24	6	3	6	8	-10	-3	-1	1.2
CCOc1ccc(-c2nc(CSCC(=O)NCCN3CCOCC3)c(C)o2)cc1	20	9	-8	10	0	0	-8	-12	-4.9
Cc1c(Br)c(C(N)=O)nn1C	11	1	-5	-4	-3	2	0	28	0.3
CC(C)Sc1nc2ccccc2n1CC(=O)O	5	7	-1	8	-4	-1	-2	7	-1.1
Cc1nn(Cc2ccccc2Cl)c2sc(C(=O)OC3CCCC3=O)cc12 (stereo unspecified)	-1	41	-1	8	-1	1	2	15	-1.0
O=C1N(Cc2cccnc2)C[C@@H]2C[C@@H](c3ccc4nonc4c3)N3CCC[C@@]123	16	2	1	-15	-2	-3	0	-38	3.1
CCN1C=C(C(=O)OC)C(c2cccc(C)c2)C(C(=O)OC)=C1	5	6	7	6	-5	9	0	6	-1.1
O=C(NCc1ccco1)c1ccc(COc2cccc3ccccc23)cc1	3	7	8	19	6	-7	-1	33	2.3
CC/C(=N/NC(=O)c1ccccc1)c1ccc(OCCN2CCOCC2)cc1	-5	-9	-1	6	0	-4	0	-35	0.2
COc1cccc(C(=O)Nc2ccc(NC(=O)C3C4C=CC(C4)C3C(=O)O)cc2)c1 (stereo unspecified)	-21	16	-1	12	-4	-11	0	14	3.5

Filtered by structure: the compounds so far containing a Cl atom.
SMILES	APJ antagonist	tim23-1 inh	EBI2 antag	CCR6 antag	APJ ag	CXCR6 block	XBP1 UPR activ	Mdm2 MdmX PPI	UPR CHOP act
O=C(Nc1ccc(Cl)cc1)N1CCOCC1	5	4	-13	2	-3	0	1	-30	2.5
Cc1cc(Cl)cc(C)c1OCCCCN1CCOCC1	-21	0	3	-5	-3	-6	-1	-16	3.1
CC(C(=O)Nc1ccc2c(c1)OCO2)N(C)CC(=O)Nc1ccccc1Cl (stereo unspecified)	-7	4	2	13	-2	-5	-1	19	-0.3
O=C(CN1C(=O)c2cccnc2Oc2ccc(Cl)cc21)NCCc1ccccc1	-1	17	13	7	17	-9	-3	-5	1.7
Clc1ccccc1CSc1ncn(-c2ccccc2)n1	-4	31	22	5	-4	-5	4	-97	2.3
N/C(CC1CC1(Cl)Cl)=N\OC(=O)c1ccccc1 (stereo unspecified)	-25	80*	-2	-15	8	-35	2	-4	1.5
O=C(CCl)N(CCc1ccccc1)CCc1ccccc1	18	49	-14	5	-1	-13	-5	91*	2.0
NC(=O)c1nn(-c2cccc(Cl)c2)c(=O)cc1O	13	-8	-18	-6	-4	3	-3	3	-1.3
CC1(C)OC(=O)C(=Cc2ccc(-c3ccc(Cl)c(C(=O)O)c3)o2)C(=O)O1	-1	13	2	7	1	4	2	-21	2.3
Cc1nn(Cc2ccccc2Cl)c2sc(C(=O)OC3CCCC3=O)cc12 (stereo unspecified)	-1	41	-1	8	-1	1	2	15	-1.0

Some of the compounds tested; count on the stated rates, not on these rows.
